Assay outcomes: PubChem BioAssay, several laboratories
CAL PDZ FP-1 = CAL PDZ (human) peptide binding inhibition. inhibition, % at 24.9 µM. AID 602252. purified CAL PDZ, TMR-peptide fluorescence polarization, 1 h. 0.92% of 300,000 active. Q9HD26;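 active = mean inhibition of at least 30% with at least half of replicates also reaching 30%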;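 also: 0% = DMSO neutral control and 100% = excess unlabeled competitor peptide PRC23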
CDK5 p35 inh = inhibitors of human CDK5/p35 kinase. Q00535+Q15078. Recombinant CDK5/p35, ADP-Glo luminescence, 60 min. inhibition, % at 10 µM. 0.01% of 330,000 active. AID 488839;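 active = highest replicate inhibition of at least 50% and at least 75% of replicates reaching 50%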;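 also: plate controls were DMSO neutral control for no effect and GW8510 at 10 µM for full effect; many of its hits are not listed in these tables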
Target sequence (Q00535 whole entry, looked up): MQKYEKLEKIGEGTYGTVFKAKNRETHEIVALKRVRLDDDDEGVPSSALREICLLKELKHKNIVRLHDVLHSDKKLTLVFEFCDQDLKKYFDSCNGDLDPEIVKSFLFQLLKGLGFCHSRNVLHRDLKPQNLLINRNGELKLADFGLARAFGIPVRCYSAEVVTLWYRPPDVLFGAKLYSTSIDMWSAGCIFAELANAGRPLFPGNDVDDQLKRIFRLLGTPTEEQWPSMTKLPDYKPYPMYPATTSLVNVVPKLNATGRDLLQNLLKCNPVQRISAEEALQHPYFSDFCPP
Target sequence (Q15078 whole entry, looked up): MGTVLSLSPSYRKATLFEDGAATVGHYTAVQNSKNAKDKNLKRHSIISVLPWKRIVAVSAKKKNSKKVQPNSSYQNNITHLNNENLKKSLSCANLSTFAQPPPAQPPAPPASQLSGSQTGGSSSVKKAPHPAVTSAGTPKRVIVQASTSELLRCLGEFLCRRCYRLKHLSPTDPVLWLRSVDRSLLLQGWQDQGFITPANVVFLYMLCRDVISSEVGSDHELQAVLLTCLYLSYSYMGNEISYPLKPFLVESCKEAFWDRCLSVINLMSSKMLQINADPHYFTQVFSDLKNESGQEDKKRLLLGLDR
V-ATPase pHluor = regulators of yeast V-ATPase proton transport; response, % at 10 µM; 0.37% of 350,000 active; S. cerevisiae, pHLuorin cytosolic pH fluorescence; in the data active = response mostly above about 7.3%, no sharp cut-off; inactive = mostly below about 5.4%; also: actives read high; inactives centre near 0; some compounds called inactive have numbers as strong as hits; reference of the scale not given here
Rtt109 HAT inh = C. albicans Rtt109 histone acetyltransferase inhibition; Q5AAJ8; purified Rtt109/Vps75, ThioGlo CoA-SH fluorescence, 4 h; inhibition, % at 34.9 µM; 0.16% of 330,000 active; AID 540336;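 active = inhibition of at least 50% in every replicate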
dFosB act = enhances mouse delta FosB homodimer DNA binding; purified delta FosB, TAMRA-CDK5 oligo fluorescence polarization; percent of positive-control signal above neutral wells; activation, % at 25 µM; 0.99% of 340,000 active; AID 493131;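 active = mean activation above about 17%, with every replicate also reaching it, limit read from the data, passing the limit was not always enough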;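 also: fluorescence polarization rise as delta FosB binds a TAMRA Cdk5 AP-1 oligo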
Target sequence (P13346 whole entry, looked up): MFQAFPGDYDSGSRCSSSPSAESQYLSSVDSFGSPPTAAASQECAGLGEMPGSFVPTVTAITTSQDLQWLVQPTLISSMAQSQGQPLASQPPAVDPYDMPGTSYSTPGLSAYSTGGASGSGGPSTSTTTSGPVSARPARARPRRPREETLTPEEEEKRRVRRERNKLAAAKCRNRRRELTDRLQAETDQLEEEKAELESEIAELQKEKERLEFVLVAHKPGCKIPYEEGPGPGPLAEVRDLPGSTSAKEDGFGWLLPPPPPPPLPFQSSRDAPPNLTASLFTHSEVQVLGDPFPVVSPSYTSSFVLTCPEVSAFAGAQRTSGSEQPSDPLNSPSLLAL
CAL PDZ FP-2 = blocks peptide binding to human CAL PDZ domain; Q9HD26; purified CAL PDZ, TMR-peptide fluorescence polarization, 1 h; inhibition, % at 20 µM; 0.02% of 330,000 active; AID 504414;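 active = highest replicate inhibition of at least 40%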;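 also: plate controls were DMSO neutral control wells for no effect and unlabeled competitor peptide control wells for full effect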
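Material: tagged CAL PDZ domain; buffer or medium: 25 mM sodium phosphate pH 7.4, 150 mM NaCl, TCEP, IgG, Thesit; compound dosing: single point, 20 µM; schedule: 1 h incubation at room temperature before polarization reading; measured by: FP readout, S and P plane fluorescence; read-out basis: percent inhibition from loss of millipolarization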
MITF TRPM1 HTS = activators of MITF-driven TRPM1 promoter activity in SK-MEL-5 cells. activation, % at 12.5 µM. SK-MEL-5 TRPM1-promoter luciferase, 24 h; % of positive control, neutral wells = 0. 0.75% of 300,000 active;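 active = mean activation of at least 80% with every replicate also reaching 80%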;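 also: 0% = neutral control wells and 100% = parthenolide positive control wells; values of inactives mirror those of a sister screen read the other way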
Tat export inh = E. coli Tat transport inhibition; 0.036% of 340,000 active; inhibition, % at 10 µM; E. coli MC4100 TorA-mCherry Tat export, fluorescence;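 active = mean replicate inhibition at least 50% and at least half of replicates individually reaching 50%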;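 also: exported cargo escapes ClpAP degradation while cytoplasmic cargo is degraded and loses fluorescence; 0% = median of neutral control wells and 100% = median of NaSCN control wells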
cardiac RTF act = increases calcium sensitivity of human cardiac regulated thin filaments; IANBD-labeled TnC RTF fluorescence at EC20 calcium; 0% EC20 calcium, 100% full calcium; 0.24% of 340,000 active; activation, % at 7.2 µM; P19429+P45379; AID 493008;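 active = activation above the mean over all tested compounds plus 3 SD, cut at about 30% in these data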;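 also: rise in fluorescence read as greater calcium sensitivity of cardiac thin filaments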
Wnt bcat act = activates Wnt/beta-catenin signaling in a reporter cell assay; 1.2% of 300,000 active; activation, % at 9.35 µM; activator, plate reader; AID 743398; in the data active = activation above about 30%, passing the limit was not always enough;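 also: 0% = neutral control wells and 100% = positive control wells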
Starred values were filed as active, the others as inactive; nt = no result given.

[1] Cn1c(=O)n(C)c2cc([N+](=O)[O-])c(N3CCN(S(=O)(=O)c4ccccc4)CC3)cc21
[2] CC(NC(=O)c1ccccc1F)c1nnc(SCC(=O)N2CCN(c3ccccc3)CC2)n1C (stereo not given)
[3] CC1=C([N+](=O)[O-])C(c2ccccc2Cl)NC(=O)N1 (stereo not given)
[4] O=C(NCCCN1CCN(c2ccccc2F)CC1)C1CCN(S(=O)(=O)N2CCOCC2)CC1
[5] CN(CC(=O)Nc1ccccc1Cl)C(=O)c1cc(=O)[nH]c2ccccc12
[6] COC(=O)C(c1ccccc1)C(C(=O)OC)c1ccccc1 (stereo not given)
[7] O=C(CCn1cnc2ccccc2c1=O)Nc1ccc(S(=O)(=O)N2CCCCC2)cc1
[8] CC(NC(=O)CNC(=O)c1ccccc1F)c1ccc(-n2ccnc2)cc1 (stereo not given)
compound no.	1	2	3	4	5	6	7	8
CDK5 p35 inh	nt	0.5	-0.3	2.4	-1.7	0.8	0.4	-0.8
Rtt109 HAT inh	5	-7	-2	-5	-25	5	-7	14
V-ATPase pHluor	3	2	2	nt	4	-2	6	0
Wnt bcat act	-2	-1	-1	nt	-1	1	nt	0
MITF TRPM1 HTS	-9	2	nt	-4	-2	-5	nt	1
Tat export inh	-3	-3	-3	-1	25	4	11	-2
dFosB act	-7	-5	-3	-13	-11	2	-6	0
CAL PDZ FP-1	-2	2	3	-1	-6	-2	nt	-4
cardiac RTF act	-3	0	3	5	17	0	-2	-6
CAL PDZ FP-2	0.0	-0.3	-0.6	-0.4	-3.5	-0.7	-4.8	0.5

[9] O=C(NCCNC(=O)c1cc(F)cc(F)c1)c1cc(F)cc(F)c1
[10] COc1ccc(CCN(C)C(=O)C2CCN(Cc3ccccc3)CC2)cc1OC
[11] Cc1c(C(=O)N(C)C2CC(C)(C)NC(C)(C)C2)oc2c(F)cccc12
[12] O=C(NCCN1CCNCC1)c1ccccn1
[13] Cn1c(CN2CCOCC2)nnc1SCC(N)=O
[14] CCOC(=O)C1CCCN(C(=O)c2cccc(S(=O)(=O)N(Cc3ccccc3)c3ccccc3OC)c2)C1 (stereo not given)
[15] COc1ccc(Br)cc1/C=N/n1c(COc2ccccc2)n[nH]c1=S
[16] CN1CCN(CC(=O)N(Cc2c(C#N)c3ccccc3n2C)c2ccccc2)CC1
compound no.	9	10	11	12	13	14	15	16
CDK5 p35 inh	0.0	-0.2	-0.7	-1.2	0.8	-0.9	0.5	-1.1
Rtt109 HAT inh	8	2	4	16	2	-1	5	0
V-ATPase pHluor	1	0	0	-3	1	1	-2	-1
Wnt bcat act	2	0	1	-1	nt	-5	-2	2
MITF TRPM1 HTS	0	-3	-1	nt	1	-4	0	nt
Tat export inh	-17	2	-2	4	-1	15	-7	-5
dFosB act	5	-3	-9	-3	1	-2	5	-1
CAL PDZ FP-1	-15	-1	2	-2	1	-2	-3	-1
cardiac RTF act	-2	-4	-2	7	6	-8	0	-2
CAL PDZ FP-2	-1.7	-3.6	-0.9	1.6	-1.8	0.4	-1.0	-1.9

[17] Cc1cc(C)c(S(=O)(=O)NCc2ccccn2)cc1C
[18] COc1ccc(CCNc2nnc(Sc3nnnn3-c3ccccc3)s2)cc1OC
[19] O=C(CSCc1ccccc1Cl)NNC(=O)c1ccccc1
[20] COc1ccc(CCNC(=O)C2CCN(S(=O)(=O)N3CCC(C)CC3)CC2)cc1OC
[21] CSc1ccccc1NC(=O)Cc1ccccc1
[22] O=C(O)Cc1ccc(NC(=O)COc2ccc3ccccc3c2)cc1
[23] Clc1nssc1=Nc1ccc(Br)cc1
[24] CCCN(CCC(=O)Nc1ccccc1F)CC1CC1
compound no.	17	18	19	20	21	22	23	24
CDK5 p35 inh	0.1	0.3	1.6	-0.9	-0.5	-0.4	-1.6	1.6
Rtt109 HAT inh	46	14	-9	-3	-2	-1	-2	1
V-ATPase pHluor	3	1	5	2	8	2	1	-2
Wnt bcat act	-2	-25	nt	1	0	1	5	nt
MITF TRPM1 HTS	-6	nt	1	10	9	-8	-11	-9
Tat export inh	8	1	4	2	-8	-4	0	-2
dFosB act	-7	-7	-11	0	2	-1	4	1
CAL PDZ FP-1	-2	-3	nt	-1	-6	-5	-5	-3
cardiac RTF act	0	-1	-3	0	2	3	-1	3
CAL PDZ FP-2	-0.4	-1.2	-2.0	-0.3	5.5	-0.5	-0.7	-0.2

[25] Cc1cccc(NC(=O)CN(CCc2ccccc2)S(C)(=O)=O)c1
[26] O=C(Nc1ccc(S(=O)(=O)Nc2nccs2)cc1)c1cccc(N2C(=O)c3ccccc3C2=O)c1
[27] Cc1cc(C)c(C#N)c(SCC(=O)N(CCC#N)c2ccc3c(c2)OCCO3)n1
[28] Cc1ccc(/C=C2\SC(=S)N(CCCC(=O)Nc3cccnc3)C2=O)cc1
[29] COCc1cc(=O)n2[nH]c(-c3ccco3)cc2n1
[30] CN(C)c1ccc(-c2nnn(CC(=O)N3c4ccccc4CCc4ccccc43)n2)cc1
[31] Cc1ccc(-c2nc(CS(=O)(=O)CC(=O)NCCCN3CCOCC3)c(C)o2)cc1
[32] CCN(CC(=O)Nc1ccc2c(c1)OCCO2)C(=O)CCOc1ccccc1
compound no.	25	26	27	28	29	30	31	32
CDK5 p35 inh	1.2	2.1	0.4	0.4	1.5	-0.1	-1.3	1.7
Rtt109 HAT inh	3	6	4	0	-2	1	-2	6
V-ATPase pHluor	1	0	3	-1	2	1	-3	1
Wnt bcat act	-2	1	-2	nt	5	-1	-3	1
MITF TRPM1 HTS	nt	11	12	-22	nt	-10	10	9
Tat export inh	2	-8	2	-10	-10	12	-13	-1
dFosB act	-6	-13	-3	-2	3	-3	-4	-13
CAL PDZ FP-1	0	-8	-7	1	nt	-1	0	nt
cardiac RTF act	-3	4	-1	-3	5	-1	0	3
CAL PDZ FP-2	-0.2	-3.0	-1.1	-2.2	-0.3	-2.4	-3.3	0.8

4 records picked at random from those above:
[26] O=C(Nc1ccc(S(=O)(=O)Nc2nccs2)cc1)c1cccc(N2C(=O)c3ccccc3C2=O)c1
[27] Cc1cc(C)c(C#N)c(SCC(=O)N(CCC#N)c2ccc3c(c2)OCCO3)n1
[29] COCc1cc(=O)n2[nH]c(-c3ccco3)cc2n1
[25] Cc1cccc(NC(=O)CN(CCc2ccccc2)S(C)(=O)=O)c1
compound no.	26	27	29	25
CDK5 p35 inh	2.1	0.4	1.5	1.2
Rtt109 HAT inh	6	4	-2	3
V-ATPase pHluor	0	3	2	1
Wnt bcat act	1	-2	5	-2
MITF TRPM1 HTS	11	12	nt	nt
Tat export inh	-8	2	-10	2
dFosB act	-13	-3	3	-6
CAL PDZ FP-1	-8	-7	nt	0
cardiac RTF act	4	-1	5	-3
CAL PDZ FP-2	-3.0	-1.1	-0.3	-0.2

Later entries
[33] CCC(C)c1ccc(O)c(NC(=S)NC(=O)c2cccnc2)c1 (stereo not given)
[34] c1ccc(-c2nn3c(C4CCCCC4)nnc3s2)cc1
[35] CCCC(C)NC(=O)c1cccc(Oc2ccccc2)c1 (stereo not given)
[36] NC(=O)c1nnn(-c2ccccc2)c1N
[37] Oc1ccc(N=Cc2cc(Br)c(N3CCOCC3)o2)cc1
[38] Cc1ccc(N2C(=O)c3ccccc3C2=O)cc1Cl
[39] COCCNc1c2c(c(C#N)c3nc4ccccc4n13)CCCC2
[40] CSc1ccccc1NC(=O)COc1ccc(S(=O)(=O)N2CCCC2)cc1
compound no.	33	34	35	36	37	38	39	40
CDK5 p35 inh	-2.0	1.0	-0.3	3.3	-2.4	0.8	-2.4	-0.1
Rtt109 HAT inh	-6	4	nt	-5	10	-5	-41	-6
V-ATPase pHluor	-2	-1	3	-1	2	-4	-2	0
Wnt bcat act	0	nt	0	0	6	-1	-1	-6
MITF TRPM1 HTS	6	0	41	3	9	0	-5	-12
Tat export inh	4	-3	2	-1	1	-9	2	0
dFosB act	-1	-10	-8	0	-9	6	-11	-4
CAL PDZ FP-1	0	-4	-5	0	-2	2	1	-3
cardiac RTF act	13	-5	6	1	7	2	0	-2
CAL PDZ FP-2	-0.4	0.1	1.1	-1.2	-1.5	-0.5	-1.0	-0.6

[41] CCOc1ccc(CCNc2cc(C)nc3ncnn23)cc1OCC
[42] Cc1cccc(NS(=O)(=O)c2ccc(C)c(C(=O)NC3CCN(Cc4ccccc4)CC3)c2)c1
[43] CCOc1ccc(NC(=O)CC(NCc2ccccn2)C(=O)O)cc1 (stereo not given)
[44] O=C(c1cccc(Oc2ccccc2)c1)N1CCN(c2ccccn2)CC1
[45] CC(C)NCc1nnc(-c2ccc(Cl)cc2)o1
[46] O=C(CNC(=O)c1ccccc1)NCc1ccc(Cl)cc1
[47] CCOc1cc([N+](=O)[O-])cc(/C=N/NC(=O)c2c(-c3ccccc3)noc2C)c1O
[48] Clc1ccccc1CN(Cc1ccccc1)C(c1cccs1)c1nnnn1C1CCCC1 (stereo not given)
compound no.	41	42	43	44	45	46	47	48
CDK5 p35 inh	2.0	-1.1	2.6	-0.5	1.1	-0.6	1.6	0.7
Rtt109 HAT inh	-7	3	2	nt	nt	3	2	-4
V-ATPase pHluor	-4	3	0	6	-2	-2	-2	-2
Wnt bcat act	-2	-5	-3	-6	0	0	nt	-11
MITF TRPM1 HTS	-3	-11	-4	6	-1	1	-5	0
Tat export inh	-4	2	0	3	11	-7	3	6
dFosB act	-2	-3	1	-9	-7	-2	-6	-8
CAL PDZ FP-1	-4	19	-2	0	-3	nt	-2	4
cardiac RTF act	-3	1	-2	-3	-2	0	2	-5
CAL PDZ FP-2	-0.3	-1.2	-0.1	-3.0	-0.6	-0.8	-0.3	-1.3

[49] O=C(COc1ccccc1)Nc1cc(NC(=O)COc2ccccc2)cc(C(=O)O)c1
[50] COc1ccc(S(=O)(=O)N2CCc3ccccc32)cc1C(=O)Nc1cccnc1
[51] CCOC(=O)N1CCN(CC(O)COCCC23CC4CC(CC(C4)C2)C3)CC1 (stereo not given)
[52] Cn1c(=O)c(C(=O)CN2CCN(S(=O)(=O)c3ccccc3)CC2)c(N)n(Cc2ccccc2)c1=O
[53] COc1ccc(NC2CCCN(C(=O)CCN3CCOCC3)C2)cc1 (stereo not given)
[54] CCN(CC)C(=O)Oc1ccc2c(=O)c(-c3ccc(OC)cc3)c(C)oc2c1
[55] CC1CCN(c2nnc(-c3ccccc3)c3ccccc23)CC1
[56] CC(C)C[C@@H](N)c1nnc(SCC(=O)c2ccc(Cl)cc2)o1
[57] Cc1cc(C(=O)COc2ccc3ccc(=O)oc3c2)c(C)n1Cc1cccs1
compound no.	49	50	51	52	53	54	55	56	57
CDK5 p35 inh	0.9	1.5	1.9	-2.1	-0.6	0.1	-0.7	1.1	1.3
Rtt109 HAT inh	-9	-1	9	6	3	-4	3	-2	-2
V-ATPase pHluor	2	-3	-3	3	3	5	-1	9	0
Wnt bcat act	-1	-2	-5	1	-1	nt	-1	nt	nt
MITF TRPM1 HTS	nt	-11	11	-6	-3	-6	-14	-12	18
Tat export inh	2	-11	-10	-3	-5	3	-3	-5	-2
dFosB act	-12	0	-15	-9	2	-14	-10	-11	-4
CAL PDZ FP-1	-4	-2	-4	1	-4	-1	-4	nt	-3
cardiac RTF act	-1	-2	-6	0	-7	1	4	1	2
CAL PDZ FP-2	-0.5	-1.7	1.5	-2.5	-0.5	nt	nt	-1.4	-1.4

Looked up above.
Value of #21 in cardiac RTF act: 2
Value of #56 in cardiac RTF act: 1
